From PubChem
Jurkat NFkB inh: lowers PMA/ionomycin-induced NF-kB signal in Jurkat cells; PMA/ionomycin-induced NF-kB luciferase reporter, luminescence; inhibition, % at 4 µM; 330,000 tested, 0.53% active; AID 435003
Gli-Sufu antag: Gli-Sufu pathway antagonism; Sufu-KO-LIGHT fibroblasts, Gli luciferase reporter luminescence; inhibition, % at 5 µM; 340,000 tested, 0.74% active; AID 588413;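 active = inhibition above about 55%, limit read from the data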;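 note: 0% = DMSO-treated cells and 100% = wells with medium but no cells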
SENP8 inh: blocks the human protease SENP8; Q96LD8; purified SENP8, Z-RLRGG-aminoluciferin cleavage, luminescence; inhibition, % at 10 µM; 330,000 tested, 1.2% active
UBC13 inh: human UBC13 polyubiquitination inhibition. P61088. 330,000 tested, 0.47% active. UBC13 polyubiquitin chain formation, TR-FRET. inhibition, % at 20 µM. AID 485273; in the data active = inhibition above about 45%, passing the limit was not always enough; inconclusive = no clear call, values can overlap the other calls
Target sequence (P61088 whole entry, looked up): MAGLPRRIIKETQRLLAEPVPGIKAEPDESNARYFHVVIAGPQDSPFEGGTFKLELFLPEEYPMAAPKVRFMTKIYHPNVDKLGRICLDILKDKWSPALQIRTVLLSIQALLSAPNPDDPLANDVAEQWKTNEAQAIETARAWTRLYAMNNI
697 NFkB inh: lowers PMA/ionomycin-induced NF-kB signal in 697 B cells. inhibition, % at 4 µM. 330,000 tested, 0.33% active. 697 B-cell NF-kB luciferase reporter, 16 h; in the data active = inhibition above about 35%
CCR6 antag: blocks CCL20-driven beta-arrestin recruitment at human CCR6 | 340,000 tested, 0.49% active | P51684 | inhibition, % at 20 µM | CHO-K1 CCR6 PathHunter beta-arrestin, luminescence, CCL20-stimulated;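 active = compounds whose inhibition of the agonist-driven luminescence signal at 20 µM reaches about 50%, limit read from the data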;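 note: cells stimulated with CCL20 at 14 nM final; plate controls were DMSO with CCL20 for no effect and DMSO without agonist for full effect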
Target sequence (P51684 whole entry, looked up): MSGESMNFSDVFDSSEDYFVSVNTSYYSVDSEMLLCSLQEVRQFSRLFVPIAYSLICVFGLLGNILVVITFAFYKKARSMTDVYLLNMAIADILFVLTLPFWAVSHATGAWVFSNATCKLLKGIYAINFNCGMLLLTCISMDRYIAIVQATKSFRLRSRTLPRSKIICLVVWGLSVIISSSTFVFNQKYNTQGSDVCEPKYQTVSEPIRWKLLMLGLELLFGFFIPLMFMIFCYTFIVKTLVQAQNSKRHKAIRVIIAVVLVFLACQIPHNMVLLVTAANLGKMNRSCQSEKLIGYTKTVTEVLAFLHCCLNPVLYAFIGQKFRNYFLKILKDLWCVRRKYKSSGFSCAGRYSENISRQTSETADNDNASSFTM
Apaf-1 inh: blocks human Apaf-1 apoptosome activity. O14727. reconstituted apoptosome caspase-3 activity, DEVD-Rh110 fluorescence. inhibition, % at 20 µM. 330,000 tested, 0.71% active; active = inhibition of at least 40% at 20 µM;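 note: plate controls were DMSO wells for no effect and DEVD-CHO caspase inhibitor wells for full effect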
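Assay system: Apoptosome proteins | Medium: pH 7.5 Hepes buffer with CHAPS, BSA, DTT | Also added: Cytochrome c and DEVD-Rh110 substrate | Times: 30 min plus 50 min, RT | Detection: Rhodamine 110 fluorescence at Ex 480/Em 540 nm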
EBI2 block: EBI2 (human) antagonism. EBI2 beta-arrestin recruitment, luminescence, 7a,25-OHC stimulated. inhibition, % at 5 µM. 360,000 tested, 0.81% active. AID 651636; in the data active = inhibition above about 38%;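 note: enzyme fragment complementation signal reports receptor beta-arrestin coupling in cells; 0% = agonist plus DMSO wells and 100% = wells without agonist; some results beyond the cut were filed as inactive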
Target sequence (P32249 whole entry, looked up, the tested form may be a part): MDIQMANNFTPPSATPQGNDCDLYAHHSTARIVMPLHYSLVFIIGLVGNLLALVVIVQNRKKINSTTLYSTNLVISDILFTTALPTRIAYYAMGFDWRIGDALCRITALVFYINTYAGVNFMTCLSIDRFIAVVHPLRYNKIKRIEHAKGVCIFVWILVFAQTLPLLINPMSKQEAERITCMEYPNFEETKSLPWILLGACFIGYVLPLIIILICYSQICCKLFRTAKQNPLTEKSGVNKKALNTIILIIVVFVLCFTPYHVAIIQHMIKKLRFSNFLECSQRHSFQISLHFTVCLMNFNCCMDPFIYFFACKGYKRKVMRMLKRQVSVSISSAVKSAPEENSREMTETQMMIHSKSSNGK
An asterisk follows results filed as active; ? = inconclusive; . = not tested or not shown. Cut-off read from the data, not from the text of the source, unless noted: active = inhibition above about 50%; inactive = the rest. Some of the compounds tested; count on the stated rates, not on these rows.

SMILES	Jurkat NFkB inh	Gli-Sufu antag	SENP8 inh	UBC13 inh	697 NFkB inh	CCR6 antag	Apaf-1 inh	EBI2 block
CCOC(=O)c1[nH]c(COC(=O)CCOc2ccccc2OC)c(C(=O)OCC)c1C	8	18	-7	10	9	8	7	-11
N#C/C(=C/c1ccc(OCc2ccc(C(=O)O)cc2)c(Br)c1)c1cccc(F)c1	9	-1	9	-29	17	22	-335	-1
Cc1ccc(C(=O)N2CCc3ccccc32)o1	-90	-73	88*	0	-91	-1	-4	0
CCCC(=O)N(Cc1cc(=O)[nH]c2ccccc12)c1ccc(C)cc1	-4	6	0	14	6	1	16	4
O=C(CCNC(=O)c1ccc([N+](=O)[O-])cc1)NCc1ccccc1	-2	-2	-6	1	25	6	-2	7
COc1cccc(C(=O)CC(=O)C(=O)Nc2cc(OC)ccc2OC)c1	7	-8	-2	-13	7	12	6	-9
O=[N+]([O-])c1ccc(S(=O)(=O)CC2CSc3nc4ccccc4n32)cc1 (stereo unspecified)	29	30	-3	-8	-36	5	3	-5
CC1CC(C)CN(CC(=O)NC(c2ccccc2)c2ccccc2)C1 (stereo unspecified)	1	17	-13	-6	-6	20	13	12
CCC(=O)N1COC[C@@H]1Cc1ccccc1	-6	5	1	9	-7	4	-9	-4
O=c1cc(CSc2ccccn2)[nH]c(=O)[nH]1	3	-3	8	-1	13	-13	-19	-6
O=CN1Cc2[nH]c3ccccc3c2N(c2ccc(Cl)cc2)C1=O	-7	-2	-3	-14	-3	0	7	-10
O=C1Nc2cc(S(=O)(=O)N3CCCC3)ccc2N2CCCC12 (stereo unspecified)	4	0	11	-7	11	17	21	-1
O=C(OCC(=O)N1CCCC1=O)c1cccc([N+](=O)[O-])c1	-10	1	0	-3	7	-4	5	-7
O=C(N/N=C/c1cccnc1)c1ccc(NC(=O)c2ccc(F)cc2)cc1	-4	22	-10	-1	-14	1	-4	-2
COc1ccc(-c2nc(CS(=O)CC(=O)NCCc3ccc(OC)c(OC)c3)c(C)o2)cc1 (stereo unspecified)	-9	-17	-10	-6	-14	9	-8	5
COc1ccc([C@H]2CC(=O)C=C(c3cccc(C(C)C)c3)C2)cc1OC	21	16	0	8	-21	14	31	1
CCOC(=O)C1CCCN(C(=O)c2cc(-c3ccc(C)cc3)nc3ccccc23)C1 (stereo unspecified)	-12	-6	-3	7	-16	0	17	0
O=C(c1cc2c(ccc3ccccc32)o1)N1CCCCC1	-156	-95	84*	-9	-200	8	29	51*
CCCn1c(SCN2C(=O)c3ccccc3C2=O)nc2cc(Cl)ccc2c1=O	20	25	-6	?	-4	14	8	5
COc1ccc(S(=O)(=O)N(C)CC(=O)NC2CCCC2)cc1OC	10	-8	-4	8	-10	7	-2	-7

Profiles as entered above.
O=C(c1cc2c(ccc3ccccc32)o1)N1CCCCC1 as listed: Jurkat NFkB inh: -156; Gli-Sufu antag: -95; SENP8 inh: 84*; UBC13 inh: -9; 697 NFkB inh: -200; CCR6 antag: 8; Apaf-1 inh: 29; EBI2 block: 51*
COc1ccc(-c2nc(CS(=O)CC(=O)NCCc3ccc(OC)c(OC)c3)c(C)o2)cc1 (stereo unspecified) as listed: Jurkat NFkB inh: -9; Gli-Sufu antag: -17; SENP8 inh: -10; UBC13 inh: -6; 697 NFkB inh: -14; CCR6 antag: 9; Apaf-1 inh: -8; EBI2 block: 5

Carrying on.
SMILES	Jurkat NFkB inh	Gli-Sufu antag	SENP8 inh	UBC13 inh	697 NFkB inh	CCR6 antag	Apaf-1 inh	EBI2 block
O=S(=O)(/N=C(/Nc1cccc2ccccc12)c1ccccc1)c1ccccc1	-9	-23	3	0	2	11	13	-3
CC(C)C1=C2CCCCC2NC(=O)N1 (stereo unspecified)	7	4	-15	-6	-22	-5	-19	-4
Cn1ccnc1Sc1ccc(/C=N/NC(=O)c2ccccc2O)cc1[N+](=O)[O-]	-3	-7	-1	-5	11	21	1	-1
C[C@@H](C(=O)N1CCN(c2ccccc2)CC1)N1C(=O)C2CC=CCC2C1=O (stereo partly specified)	11	5	6	-3	-5	0	-5	-1
Cc1cc(C)cc(NC(=S)NCCc2ccc(S(N)(=O)=O)cc2)c1	-13	2	5	1	12	3	-5	0
O=C(Nc1ccc(F)cc1F)N1CCN(c2ncccn2)CC1	4	6	3	0	3	5	-4	1
CC(=O)c1c(OCC(=O)O)ccc2c(C)cc(=O)oc12	-26	-1	9	-2	-18	0	10	0
CS(=O)(=O)N(CC(=O)NCCSCc1ccccc1)c1ccccc1Br	-5	3	-8	1	-8	5	-7	5
CC(C)c1ccc(NC(=O)C(=O)c2cn(CC(=O)N3CCCCC3)c3ccccc23)cc1	-3	-4	2	2	-16	7	13	6
O=C(Cn1nnc(-c2ccc(CN3CCOCC3)cc2)n1)N1CCCc2ccccc21	-4	3	0	5	-2	-4	3	-2
CCC1SC(C)C/C(=N/NC(N)=O)C1C (stereo unspecified)	3	8	0	2	-3	7	-5	-8
O=C(/C=C/c1ccc(Cl)cc1)Nc1ccc(CN2CCOCC2)cc1	30	20	2	1	-30	13	-7	34
Cc1nn(C(=O)c2ccco2)c(C)c1CN1C(=O)c2ccccc2C1=O	15	-2	2	6	5	9	-10	3
CC(C)CN(CCCNC(=O)CN1C(=O)CSc2ccc(S(=O)(=O)N3CCOCC3)cc21)CC(C)C	1	1	-7	-6	15	-4	-4	-5
CN(CC(=O)Nc1cc(S(=O)(=O)N2CCCC2)ccc1Cl)Cc1ccc2c(c1)OCO2	-3	-6	-6	1	-3	23	15	9
O=C(CNC(=O)c1ccccc1)Nc1cccc(C(F)(F)F)c1	-10	-3	4	3	23	1	13	-18
CN(C(=O)c1ccco1)c1nc(-c2ccccc2)cs1	-119	-94	18	7	-159	5	12	8
COc1ccc(CNC(=O)C[C@H]2C[C@H](C(=O)N3CCCCC3)[C@@]3(CCc4ccccc4)c4[nH]c5ccc(Cl)cc5c4CCN3C2=O)cc1OC	.	-4	.	.	-11	11	25	17
NC(=O)c1oc2ccccc2c1NC(=O)c1ccc([N+](=O)[O-])o1	34	40	-3	-4	-1	-5	6	-7
CC1(C)Cc2c(sc3[nH]c(=S)n(Cc4ccccc4)c(=O)c23)CO1	10	4	-6	39	-12	1	-1	-3

Random excerpt: three records from the list
SMILES	Jurkat NFkB inh	Gli-Sufu antag	SENP8 inh	UBC13 inh	697 NFkB inh	CCR6 antag	Apaf-1 inh	EBI2 block
N#C/C(=C/c1ccc(OCc2ccc(C(=O)O)cc2)c(Br)c1)c1cccc(F)c1	9	-1	9	-29	17	22	-335	-1
CC(C)CN(CCCNC(=O)CN1C(=O)CSc2ccc(S(=O)(=O)N3CCOCC3)cc21)CC(C)C	1	1	-7	-6	15	-4	-4	-5
CS(=O)(=O)N(CC(=O)NCCSCc1ccccc1)c1ccccc1Br	-5	3	-8	1	-8	5	-7	5

Carrying on:
SMILES	Jurkat NFkB inh	Gli-Sufu antag	SENP8 inh	UBC13 inh	697 NFkB inh	CCR6 antag	Apaf-1 inh	EBI2 block
CC(=O)c1ccc(S(=O)(=O)N2CCCC2)cc1	-45	-39	-1	-5	-49	-3	-16	-11
CCOc1ccc(N2CC(C(=O)Nc3ccc(S(=O)(=O)N4CCOCC4)cc3)CC2=O)cc1 (stereo unspecified)	2	4	-9	-12	10	-6	1	30
CCOc1cccc2sc(N(CCN(CC)CC)C(=O)c3ccc(S(=O)(=O)N4CCCC4)cc3)nc12	0	16	2	14	-9	21	10	-11
COc1ccc2[nH]c(=O)c(CN(C(=O)c3ccncc3)C(C)C)cc2c1	2	-2	-4	-1	13	-11	-8	0
Cc1cc(C)n(CCCN2CCC(C(=O)Nc3cccc(-c4cccc(F)c4)c3)CC2)n1	22	32	-2	18	-12	15	30	-1
CN(C)CCCN(C(=O)c1ccc(S(=O)(=O)N2CCOCC2)cc1)c1nc2cc3c(cc2s1)OCO3	-8	28	-1	15	9	10	3	-19
COC(=O)c1c(NC(=O)CSc2nnnn2-c2ccc3c(c2)OCO3)sc(C)c1C	0	2	-15	-11	0	12	21	12
CCN(CC)S(=O)(=O)c1ccc(OC)c(NC(=O)C(C)Oc2ccc3c(C)cc(=O)oc3c2)c1 (stereo unspecified)	-11	41	-13	-10	-20	9	12	16
CC(C)(C)NCC(=O)c1c[nH]c2ccccc12	-11	6	7	6	2	-11	-7	-1
CC[C@H]1OC(=O)[C@H](C)[C@@H](O[C@H]2C[C@@](C)(OC)[C@@H](O)[C@H](C)O2)[C@H](C)[C@@H](O[C@@H]2O[C@H](C)C[C@H](N(C)C)[C@H]2O)[C@](C)(O)C[C@@H](C)C(=NOCOCCOC)[C@H](C)[C@@H](O)[C@]1(C)O	5	11	2	5	0	1	-1	4
CC(=O)Nc1ccc(N2C(=O)C3C4CC(=O)C(c5ccccc54)C3C2=O)cc1 (stereo unspecified)	-33	.	-7	-18	-62	18	2	-9
CCS(=O)(=O)N1Cc2ccccc2CC1C(=O)Nc1ccc(F)c(F)c1F (stereo unspecified)	-27	-16	0	5	-11	9	4	5
O=C(CN1CCNCC1)Nc1ccc(Oc2ccccc2)cc1	-14	9	2	2	-12	-1	-9	-16
COCCNC(=O)C(C)N(c1ccc(OC)cc1)S(C)(=O)=O (stereo unspecified)	3	0	-2	-1	6	-7	-4	-5
CC1CC(C)CN(C(=O)CCNC(=O)Cn2cnc3ccccc3c2=O)C1 (stereo unspecified)	-8	-10	-10	0	0	11	6	-7
CC(=O)NNC(=O)c1sc(=S)n(C)c1C	2	-3	7	-3	9	0	-5	-2
COc1cccc(S(=O)(=O)NC2CCN(C#N)C2)c1 (stereo unspecified)	-9	-11	4	-6	3	-10	-8	1
O=S(=O)(Nc1ccon1)c1ccc(Br)s1	-16	2	0	-8	-5	-2	-4	-9
O=[N+]([O-])c1ccccc1S(=O)(=O)N1CCCC(C(F)(F)F)C1 (stereo unspecified)	-7	23	-7	-3	-16	14	6	-8
COc1ccccc1NC(=S)NC1CCCCCCCCCCC1	4	9	-6	-2	-5	21	14	10
Cc1ccc(-n2nc(C)cc2NC(=O)c2ccc(C)s2)cc1	3	1	-10	-9	19	-8	-10	-19
CC1=C(C(=O)c2ccccc2)C(c2ccc(O)cc2)NC(=S)N1 (stereo unspecified)	2	1	2	-4	3	9	-7	-4
CC1CCCCC1NC(=O)Cn1cnc2c1c(=O)n(C)c(=O)n2C (stereo unspecified)	-5	1	2	10	15	12	-6	-1
CC[C@H](C)[C@@H](CN[C@H](C)CNC)NCCC(c1ccccc1)c1ccccc1	-7	3	-5	55*	19	9	9	-5
O=c1[nH]c2ccccc2nc1C(Nc1ccccc1)c1ccccc1 (stereo unspecified)	6	9	0	1	24	14	-1	8
CCOC(=O)c1c(NC(C)=O)sc2c1CCN(Cc1ccccc1)C2	-13	7	-10	-2	3	4	15	17
O=C(c1ccc(F)cc1)C1CCN(C(=O)NCc2ccccc2)CC1	9	28	-5	11	3	0	-21	25
Cc1ccc(NS(=O)(=O)c2ccc(NC(=O)c3cccc(NC(=O)C(C)C)c3)cc2)cc1	-20	23	-4	-5	-14	16	10	5
CN(C)CCNC(=O)c1ccc2c(c1)NC(=O)c1ccccc1S2	20	5	2	16	2	5	2	-5
COc1ccc(CNC(=O)COC(=O)CCc2c[nH]c3ccccc23)cc1	-8	-5	-2	7	-1	1	4	-2
Cn1c(NC(=O)c2ccccc2)nc2ccccc21	-102	28	48	5	-183	31	-11	-11
CC(OC(=O)C1CCN(c2ccc(C(F)(F)F)cn2)CC1)C(=O)c1ccccc1 (stereo unspecified)	4	-11	-8	0	15	18	23	12
O=C(O)c1ccc2[nH]c3c(c2c1)CSCC3	12	11	3	17	18	-4	-8	-6
CS(=O)(=O)Nc1ccc(C(=O)NCc2ccc3c(c2)OCO3)cc1	1	-4	3	-3	7	0	-5	-10
CC(=O)Nc1cccc(OCc2c(F)cccc2Cl)c1	1	-9	-6	2	7	8	9	-3
COC(=O)C1=C(C)N(Cc2ccccc2)C(=O)N[C@H]1c1ccccc1	-5	2	-14	-4	-11	13	12	-3
COc1cccc2cc(C(=O)NC3CC(C)(C)NC(C)(C)C3)c(=O)oc12	10	2	3	0	-15	4	12	.
COc1ccc(-c2nc(N)ncc2Oc2ccccc2Br)c(O)c1	34	-1	0	8	11	10	28	62*
Cc1cc(C)n(/N=C/c2c[nH]c3ccccc23)c(=O)c1C#N	32	2	-3	0	17	5	-15	-6
